NPC1 prom act: activators of NPC1 promoter. 320,000 compounds, 2.4% hits. Potency, µM (top dose mostly 9.22 µM), inactives show top-dose activation, hits mostly activators. AID 485313. Huh7 NPC1 promoter luciferase reporter, 24 h;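 note: % of control where 0% means no effect; nearly all actives have a fitted effect of over 60% in size; reporter is driven by a mutant NPC1 promoter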
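NPC1 promoter–luciferase Huh7 cells; 24 h compound; luminescence.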
FLuc modulator: firefly luciferase modulation, counter-screen for miR-21 project. P08659. purified FLuc, Km substrates, luminescence inhibition. Potency, µM (titrated, usually from 57.5 µM), without a hit: at the top dose activity change, negative = inhibition, actives largely listed as inhibitors. 360,000 compounds, 6.9% hits. AID 588342;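 note: plate controls were vehicle for no effect and reference inhibitor for full effect; nearly all actives have a fitted effect of over 55% in size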
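Purified P. pyralis luciferase, 10 nM final, with Km-level 10 uM D-luciferin and 10 uM ATP in 50 mM Tris acetate pH 7.5, 10 mM Mg acetate, 0.01% Tween-20, 0.05% BSA; 6-point qHTS titration about 60 µM downward; luminescence read.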
Rab9 promoter act: Rab9 promoter activation | Potency, µM (top dose mostly 9.22 µM), inactives show at the highest dose activation, negative = inhibition, hits mostly activators | 320,000 compounds, 2.8% hits | Huh7 Rab9 promoter-luciferase reporter, luminescence, 24 h | AID 485297; note: % of control where 0% means no effect; nearly all actives have a fitted effect of over 60% in size
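Luminescence read-out: Huh7 cells stably expressing Rab9-luciferase, treated 24 h with compound at 37 °C, then lysed with luciferase reagent for 10 min at ambient before reading.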
BRCA1 expr up: increases BRCA1 expression | Potency, µM (top dose mostly 46.1 µM), without a hit: at the top dose activation, hits mostly activators | MCF7-BRCA1-FFLuc reporter, luminescence, 48 h; response scale: scaled: vehicle 0%, 10 µM genistein 100% | 380,000 compounds, 1.1% hits; note: nearly all actives have a fitted effect of over 80% in size; some results filed as inactive show a strong effect at the top dose
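MCF7 cells carrying a BRCA1-firefly luciferase reporter (2000 cells/well, phenol-red free MEM) were attached for 2 h at 37 °C, then given compounds for 48 h. Luminescence was read 15 min after luciferase reagent; activity normalized to genistein (10 microM) and DMSO.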
uPA generation: inhibitors of cell surface uPA generation; Potency, µM (highest dose often 38.3 µM), for the others: at the highest dose activity change, negative = inhibition, hits mostly inhibitors; cell surface uPA generation assay, qHTS; 330,000 compounds, 0.31% hits; AID 540303; active = well fitted inhibition curve with a large enough effect; inconclusive = small, poorly fitted or top-dose-only effect; inactive = no such curve, though single readings can be large or run the other way; tested in mouse RAW 264.7 cells; note: % is set by controls: 0 for no effect and ±100 for the full control effect; nearly all actives have a fitted effect of over 55% in size
Gal4-VP16 FLuc: Gal4-VP16 reporter inhibition counter-screen. Potency, µM (top dose mostly 53.6 µM), for the others: top-dose activity, negative = inhibition, hits mostly inhibitors. Drosophila S2 Gal4-VP16 UAS-luciferase, luminescence, 20 h. AID 2546. 310,000 compounds, 3.5% hits;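 note: Gal4-VP16 expression switched on by copper sulfate through the metallothionein promoter; % is set by controls: 0 for no effect and ±100 for the full control effect; nearly all actives have a fitted effect of over 50% in size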
RORgamma inh: ROR gamma (mouse) transcription inhibition; 310,000 compounds, 5.4% hits; AID 2551; Potency, µM (series often up to 53.6 µM), for the others: top-dose activity change, negative = inhibition, most hits filed as inhibitors; P51450; Drosophila S2 Gal4-RORgamma UAS-luciferase reporter, 20 h; note: % is set by controls: 0 for no effect and ±100 for the full control effect; nearly all actives have a fitted effect of over 60% in size
Target sequence (P51450 whole entry, looked up, the tested form may be a part): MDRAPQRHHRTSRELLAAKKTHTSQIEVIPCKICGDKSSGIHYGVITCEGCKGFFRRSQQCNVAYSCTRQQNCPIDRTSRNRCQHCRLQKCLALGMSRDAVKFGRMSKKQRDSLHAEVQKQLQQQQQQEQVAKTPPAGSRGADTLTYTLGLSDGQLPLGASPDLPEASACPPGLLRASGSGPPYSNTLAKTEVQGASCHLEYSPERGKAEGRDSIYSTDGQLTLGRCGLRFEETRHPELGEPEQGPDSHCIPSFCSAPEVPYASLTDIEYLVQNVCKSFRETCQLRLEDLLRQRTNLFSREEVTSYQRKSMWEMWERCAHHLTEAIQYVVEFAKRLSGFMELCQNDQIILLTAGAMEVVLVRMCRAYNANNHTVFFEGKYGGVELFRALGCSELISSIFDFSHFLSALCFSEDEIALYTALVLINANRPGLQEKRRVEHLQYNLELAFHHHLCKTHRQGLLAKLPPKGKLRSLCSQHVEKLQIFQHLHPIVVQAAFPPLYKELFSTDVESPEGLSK
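Compounds are pin-transferred onto Drosophila Schneider cells expressing a copper-inducible Gal4–ROR gamma transactivation domain fusion. After 1 hr, copper sulfate is added to 700 uM final; luciferase is read 20 hr later.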
p53 reactivator: re-activators of mutant p53; H1299 p53-A138V BP100-luciferase reporter, luminescence, 24 h; Potency, µM (series often up to 92.2 µM), without a hit: at the highest dose activity change, positive = activation, actives largely listed as activators; 320,000 compounds, 0.063% hits; note: % of control where 0% means no effect; nearly all actives have a fitted effect of over 45% in size
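p53-null H1299 cells stably carrying temperature-sensitive p53-A138V and a BP100-luciferase reporter were pinned with compounds (4-point, 1:5 series) and held 24 hrs at 37 deg C. Luminescence was read 10 min after detection reagent.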
ELG1 genotox: genotoxicity induction in ELG1-luciferase HEK293T cells | Potency, µM (series often up to 46 µM), inactives show top-dose activity change, positive = activation, hits mostly activators | 330,000 compounds, 1.3% hits | HEK293T ELG1-luciferase reporter, luminescence, 16 h; note: % of control where 0% means no effect; nearly all actives have a fitted effect of over 60% in size
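Step 1: seed 2,000 HEK293T ELG1-luciferase cells per well. Step 2: add compound or DMSO, incubate 16 hr at 37 °C. Step 3: ONE-Glo, 30 min at room temperature, read luminescence.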
MBNL1-CUG inh: MBNL1-poly(CUG) RNA binding inhibition; Q9NR56; TR-FRET MBNL1-His/biotin-(CUG)12 binding, 665/545 ratio; Potency, µM (series often up to 57.5 µM), inactives show top-dose activity change, negative = inhibition, actives largely listed as inhibitors; 280,000 compounds, 0.036% hits; AID 2675; active = well fitted inhibition curve with a large enough effect in the signal ratio, with a control signal flat, not every such curve was filed as active; inconclusive = small, poorly fitted or top-dose-only effect, or effect the other way, or a change in a side signal; inactive = no such curve, though single readings can be large or run the other way; the % refers to the signal ratio; note: % is set by controls: 0 for no effect and ±100 for the full control effect
Target sequence (Q9NR56 whole entry, looked up): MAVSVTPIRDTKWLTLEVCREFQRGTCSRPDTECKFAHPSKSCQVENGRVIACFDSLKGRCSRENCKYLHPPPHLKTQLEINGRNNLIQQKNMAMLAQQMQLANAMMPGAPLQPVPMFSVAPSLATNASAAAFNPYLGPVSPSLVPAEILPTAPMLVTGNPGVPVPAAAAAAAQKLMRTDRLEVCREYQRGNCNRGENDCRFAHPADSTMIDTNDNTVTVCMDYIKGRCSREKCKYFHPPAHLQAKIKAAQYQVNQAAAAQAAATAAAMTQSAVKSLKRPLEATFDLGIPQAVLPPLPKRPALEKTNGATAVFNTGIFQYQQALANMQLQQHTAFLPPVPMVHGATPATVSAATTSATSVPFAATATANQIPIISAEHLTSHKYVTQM
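Compound titration spanned 92 nM–58 uM against the MBNL1-His/biotin-(CUG)12 complex. After 60 min at room temperature with 5 nM streptavidin-XL665 and 0.055 ng/ul terbium anti-His, ratiometric 665/545 nm emission (Ex 340 nm) normalized to controls.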
Numbers without * were called inactive; ? = inconclusive; / = no result given; & = joins results of further samples; [ ] = dose if it differs, or a comment. Unless noted, calls come from the whole dose curve; as a rule, active = well fitted curve in the direction sought with a large enough effect; inconclusive = small, poorly fitted or top-dose-only effect, or another doubt; inactive = no such curve, though single readings can be large; an effect the other way counts as inactive or inconclusive. Potency is the fitted concentration of half-maximal effect.

Compound,NPC1 prom act,FLuc modulator,Rab9 promoter act,BRCA1 expr up,uPA generation,Gal4-VP16 FLuc,RORgamma inh,p53 reactivator,ELG1 genotox,MBNL1-CUG inh
CCOC(=O)N1CCN(S(=O)(=O)Cc2ccccc2)CC1,1%,0%,-2%,-11%,-1%,0%,8%,0%,-1%,0%
CCCC12C(=O)C(C)(C(c3ccccc3)=C1c1ccccc1)C1C(=O)N(c3ccc(C)cc3)C(=O)C12 (stereo unspecified),-13%,-1%,-11%,-20%,5%,5%,?,5%,19%,15%
Nc1cc(N)nc(SCC(=O)NCc2ccco2)n1,-1%,0%,-3%,-4%,1%,22%,22%,2%,0%,4%
CNC(=S)N(Cc1cc2ccc(OC)cc2[nH]c1=O)CC1CCCO1 (stereo unspecified),-5%,-13%,4%,-1%,-8%,-4%,5%,2%,1%,14%
Cc1ccc(NC(=O)c2cnccn2)c(Br)c1,?,21µM*,?,?,1%,-1%,3%,17%,?,-4%
Cc1c(C#N)c(O)n(CCO)c(=O)c1N=Nc1ccccc1,-1%,-1%,1%,-98%,1%,-7%,-7%,2%,-1%,?
COc1cc(CNCCNC(=O)c2cccs2)cc(OC)c1OC,-5%,0%,2%,-12%,9%,-14%,?,-1%,-3%,-11%
O=C(O)c1n[nH]c2c1CCCCC2,1%,-11%,0%,6%,-1%,-4%,-20%[10 µM],9%,4%,2%
CCN(C[C@H]1N[C@@](C)(C(=O)OC)[C@H]2C(=O)N(C)C(=O)[C@@H]12)C(=O)COc1ccccc1,/,/,/,37%,-3%,/,/,-1%,-3%,/
Cc1cccc(CSc2nc3ccncc3n2CC(=O)Nc2cc(C)cc(C)c2)c1,-2%,?,-1%,-27%,-8%,-13%,-21%,-1%,0%,102%[activator]
Cc1nc2n(COCCO)cnn2c(=O)c1Br,-4%,3%,1%,0%,7%,9%,-4%,2%,1%,-3%
OCCC1CN(Cc2ccc(Oc3ncccn3)cc2)CCN1C1CCCCC1 (stereo unspecified),-1%,0%,1%,-7%,8%,3%,-9%,-1%,0%,18%
CCOc1cc(C=O)ccc1OCCn1c([N+](=O)[O-])cnc1C,2%,1%,6%,-11%,4%,5%,5%,-2%,-3%,?
CCc1cc(CNC(=O)C2CCC(=O)N(Cc3ccc(Cl)cc3)C2)on1 (stereo unspecified),-5%,1%,-2%,1%,5%,3%,9%,-2%,-4%,1%
CC(c1ccccc1)n1c(-c2ccncc2)n[nH]c1=S (stereo unspecified),1%,3%,-2%,-5%,8%,?,?,3%,-2%,-3%
O=C(NCCCCCCNC(=O)c1cccs1)c1cccs1,-1%,0%,-2%,11%,1%,-6%,-19%,3%,0%,3%
Cc1ccccc1NC(=O)/C(=C/c1ccco1)c1ccccc1,1%,-13%,12%,-9%,-2%,10%,-14%,-2%,-3%,6%
O=C(Cn1ncc2c3ccccc3n(Cc3ccccc3)c2c1=O)NCc1ccccn1,-4%,3%&5%,0%,0%,-6%,-8%,-7%,-28%,-3%,2%
CC(C)(C)OC(=O)N1CC2Cc3[nH]c(=O)ccc3C(C2)C1 (stereo unspecified),-1%,6%,-6%,-17%,-6%,0%,-2%,16%,-2%,-10%
COc1ccccc1C(=O)NC(CCSC)C(=O)N1CCN(C/C=C/c2ccccc2)CC1 (stereo unspecified),1%,11%,-5%,-34%,-5%,/,/,-4%,-26%,/
O=C(COc1ccc(-n2cnnn2)cc1)Nc1ccc(F)c(F)c1F,-1%,0%,-1%,12%,-11%,/,/,-5%,-2%,/
NCCSc1c(-c2ccccc2)[nH]c2ccccc12,3%,4%,0%,-40%,-7%,11%,13%,-3%,-4%,3%
Cc1cc(C)cc(OCC(=O)Nc2cnn(CCCC(=O)O)c2)c1,-1%,0%,0%,-3%,-2%,-3%,16%,-5%,2%,-2%
CN1CCN(CC(=O)N2N=C(c3cccs3)CC2c2ccco2)CC1 (stereo unspecified),0%,1%,-3%,-13%,3%,?,-40%,10%,1%,?
COc1cc(Cl)ccc1OCc1cc(C(=O)NCC(C)c2ccccc2)no1 (stereo unspecified),-2%,21µM*,2%,7%,2%,?,15%,?,-2%,-3%
COc1cccc(C(=O)Oc2c(CN3CCOCC3)cc(Cl)c3cccnc23)c1,-5%,4%,-36%[inhibitor],-93%[inhibitor],-11%,4.5µM*,2.8µM*,14%,-21%,14%
O=C(CN1C(=O)c2ccccc2C1=O)Nc1cccc2cccnc12,0%,?,-2%,0%,6%,19%,18%,2%,0%,24%
CN(C)CCNC(=S)Nc1ccc(Br)cc1,-4%,-13%,2%,19%,-2%,2%,-15%,-2%,0%,-5%
Fc1ccccc1-n1[nH]nnc1=S,/,-16%,/,-32%,0%,16%,?,/,/,0%
O=C(/C=C/c1ccc(OCCCF)cc1)NCc1ccc(Cl)cc1,-2%,-1%,10%,0%,9%,-14%,-8%,1%,0%,2%
Cc1cccc(S(=O)(=O)CC(=O)Nc2nc(-c3ccccc3)cs2)c1,-1%,-16%,8%,7%,13%,1%,?,8%,-2%,-19%
Cc1ccc(C(=O)Nc2ccc(C(=O)N/N=C/c3ccncc3)cc2)cc1,-12%,-2%,13%,/,/,-6%,?,2%,-10%,/
Cc1nn(C)c(-c2n[nH]c(=S)n2-c2ccccc2)c1Cl,-1%,-17%,2%,-5%,3%,-8%,11µM*,6%,1%,20%
COC(=O)C1=C(C)Nc2ncnn2C1c1ccco1 (stereo unspecified),-5%,1%,3%,-5%,4%,16%,-9%,-4%,-3%,-1%
COc1ccc(CCNC(=O)COC(=O)c2cnc(Cl)c(Cl)c2)cc1,/,/,/,-5%,-4%,/,/,-1%,1%,/
CSCCC1NC2(C(=O)Nc3c(C)cc(Cl)cc32)[C@@H]2C(=O)N(C3CCCC3)C(=O)[C@H]12 (stereo partly specified),0%,6%,-8%,-12%,0%,-2%,-7%[10 µM],-3%,-2%,-8%
Cc1ccc(S(=O)Cc2ccc(C(=O)N3CCN(C4CCCCC4)CC3)o2)cc1 (stereo unspecified),-3%,2%,-10%,0%,-6%,-1%,-17%,4%,-1%,-9%
CN(Cc1ccccc1)c1nc2c(c(=O)[nH]c(=O)n2C)n1CCOc1ccccc1,1%,-1%,4%,-42%,-9%,2%,29%,-15%,-2%,-10%
Clc1ccc(-c2cn3nc4c(nc3n2)CCCC4)cc1,0.2µM*,0.24µM*,0.32µM*,?,-8%,1%,?,26%,?,?
CCCNC(=O)C(Cc1ccccc1)NC(=O)c1cccc([N+](=O)[O-])c1 (stereo unspecified),-7%,0%,5%,-3%,-4%,/,/,?,5%,/
O=C(N/N=C/c1ccc(-c2ccccc2[N+](=O)[O-])o1)c1cccnc1,14%,?,1%,-46%,1%,?,-97%,-2%,0%,?
Cc1ccc(NC(=O)CN(C)C(=O)c2cccc(S(=O)(=O)NCc3cccs3)c2)cc1,-7%,-6%,-1%,1%,?,/,/,-6%,-2%,/
COc1ccc2oc(C(=O)OCC(=O)NC3(C#N)CCCC3)c(C)c2c1,1%,-1%,0%,-1%,11%,/,/,3%,3%,/
Cc1c(C)c2ccc(OCC(=O)NCc3ccccn3)cc2oc1=O,-5%,4%,3%,-10%,-1%,-3%,-22%,0%,8%,9%
Cc1cc2cc(CCNC(=O)CC(C)C)c(=O)[nH]c2cc1C,-1%,-1%,0%,/,/,-6%,-3%,18%,-8%,5%
C=CCNC(=O)C1CCN(c2cc(C)nc(-c3ccccc3)n2)CC1,-3%,1%,-3%,-5%,-1%,4%,-1%,-4%,-4%,-1%
COc1cc(OC)cc(C(=O)NNC(=O)CNC(=O)c2ccc(Br)o2)c1,2%,3%,-6%,-7%,3%,/,/,-1%,0%,/
COc1cccc(Cn2nc(C(=O)O)c3ccccc3c2=O)c1,-1%,-12%,-1%,-21%,7%,2%,-1%,-3%,-1%,8%
CON(C)C(=O)CC(CNC(=O)OC(C)(C)C)c1ccc(Cl)cc1 (stereo unspecified),/,/,/,43%,5%,/,/,1%,0%,/
Clc1ccc(-n2nnnc2CN2CCOCC2)cc1,-3%,6%,-3%,-6%[1.84 µM],1%,5%,-2%,2%,3%,-11%
COC(=O)c1c(NC(=O)COC(=O)CNC(=O)C2CCCCC2)sc(C)c1C,-3%,-1%,-5%,-24%,-3%,-26%,-33%,-4%,12%,12%
Nc1nnnn1CC(=O)N/N=C/c1ccccn1,0%,-2%,11%,0%,2%,-11%,5%,-3%,0%,/
COc1ccc(OC)c(NC(=O)CCn2c(=S)[nH]c3ccccc3c2=O)c1,-4%,1%,-1%,-22%,6%,-6%,-32%,8%,1%,1%
CCCCNC(C(=O)Nc1cccc(S(=O)(=O)N2CCOCC2)c1)c1ccccc1 (stereo unspecified),1%,-2%,2%,-6%,1%,-7%,23%,-5%,0%,3%

Screening results (PubChem BioAssay)
